L3MBTL1 block: qHTS Assay for the Inhibitors of L3MBTL1; Lethal(3)malignant brain tumor-like protein 1 (Homo sapiens), Q9Y468; 230,000 tested, 0.66% active; Potency, µM (series often up to 57.1 µM), for the others: at the top dose activity, negative = inhibition, actives largely listed as inhibitors; AlphaScreen L3MBTL1–H3K9me1 peptide binding; note: % is set by controls: 0 for no effect and ±100 for the full control effect; nearly all actives have a fitted effect of over 60% in size
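AlphaScreen proximity signal between nickel-chelate acceptor and streptavidin donor beads (final 10 ug/mL) reports binding of 50 nM L3MBTL1 to 75 nM biotin-H3 K9me1 peptide; complex incubated with compounds 30 min at room temperature; cefsulodin titration as control.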
SMN2 splice up: qHTS Assay for Enhancers of SMN2 Splice Variant Expression. HEK293 SMN2-luciferase splicing reporter, luminescence, 30-36 h. Potency, µM (doses to about 46.1 µM), for inactives: top-dose activity change, positive = activation, hits mostly activators. 210,000 tested, 2.8% active. AID 1458, 2008; note: % of control where 0% means no effect; nearly all actives have a fitted effect of over 55% in size
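qHTS luciferase splicing reporter: luminescence rises when SMN2 exon 7 is included in transfected HEK293 cells. Compound exposure lasted 30-36 h at 37C, with 4.5 mM final sodium butyrate as control, followed by a ONE-Glo read.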
Tau ThT inhib: qHTS for Inhibitors of Tau Fibril Formation, Thioflavin T Binding; Potency, µM (doses to about 57.4 µM), inactives show at the highest dose activity, negative = inhibition, usual class: inhibitors; 270,000 tested, 2.1% active; recombinant tau K18 P301L, heparin-induced fibrillization, ThT fluorescence; AID 1460, 2008; Microtubule-associated protein tau (Homo sapiens), P10636; note: % is set by controls: 0 for no effect and ±100 for the full control effect; nearly all actives have a fitted effect of over 55% in size
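Using a mix of unlabeled (15 uM) and Alexa 594-labeled (0.24 uM) tau K18 P301L, heparin-triggered fibrillization over 6 hr at 37 C was scored by ThT fluorescence.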
ALDH1A1 inh: qHTS Assay for Inhibitors of Aldehyde Dehydrogenase 1 (ALDH1A1) | 220,000 tested, 7.3% active | Potency, µM (top dose mostly 75.3 µM), for inactives: top-dose activity, negative = inhibition, hits mostly inhibitors | Purified ALDH1A1, NADH fluorescence, propionaldehyde substrate; active = well fitted inhibition curve with a large enough effect, not every such curve was filed as active; inconclusive = small, poorly fitted or top-dose-only effect, or another doubt; inactive = no such curve, though single readings can be large or run the other way;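 note: plate controls were no enzyme wells and a reference inhibitor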
KinaseGlo FLuc: Counterscreen for Luciferase (Kinase-Glo TM) Inhibition. Luciferin 4-monooxygenase (Photuris pensylvanica), Q27757. Kinase-Glo luciferase, ATP luminescence, 8 min. Potency, µM (top dose mostly 38.3 µM), inactives show at the highest dose activity change, negative = inhibition, hits mostly inhibitors. 200,000 tested, 0.28% active; note: % is set by controls: 0 for no effect and ±100 for the full control effect; nearly all actives have a fitted effect of over 60% in size
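Kinase-Glo luciferase light output from ATP and luciferin was measured with 10 uM ATP, within the enzyme's linear range. Buffer: 50 mM imidazole pH 7.2, 50 mM KCl, 7 mM MgCl2, 0.01% Tween 20, 0.05% BSA; luminescence read after 8 min at ambient temperature.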
KDM4E inh: qHTS Assay for Inhibitors of Human Jumonji Domain Containing 2E (JMJD2E); Lysine-specific demethylase 4E (Homo sapiens), B2RXH2; JMJD2E catalytic domain, FDH-coupled NADH fluorescence (FDH is formaldehyde dehydrogenase); Potency, µM (highest dose often 57.1 µM), without a hit: top-dose activity change, negative = inhibition, actives largely listed as inhibitors; 230,000 tested, 1.6% active; active = well fitted inhibition curve with a large enough effect, not every such curve was filed as active; inconclusive = small, poorly fitted or top-dose-only effect, or another doubt; inactive = no such curve, though single readings can be large or run the other way;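 note: 0% = wells with enzyme and -100% = buffer wells without enzyme; nearly all actives have a fitted effect of over 50% in size; many of its hits are not listed in these tables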
Target sequence (B2RXH2 1-337 limits assumed): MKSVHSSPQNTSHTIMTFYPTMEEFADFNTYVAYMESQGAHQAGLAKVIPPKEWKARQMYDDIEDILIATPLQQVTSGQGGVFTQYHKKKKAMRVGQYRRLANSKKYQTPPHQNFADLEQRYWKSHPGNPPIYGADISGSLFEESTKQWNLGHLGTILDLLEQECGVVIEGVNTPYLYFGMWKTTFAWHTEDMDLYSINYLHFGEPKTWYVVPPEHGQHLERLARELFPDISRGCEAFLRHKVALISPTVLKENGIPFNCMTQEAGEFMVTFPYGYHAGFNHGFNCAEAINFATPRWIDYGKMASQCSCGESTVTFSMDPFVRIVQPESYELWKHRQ
RECQ1 helicase: qHTS Assay for Inhibitors of RecQ-Like Dna Helicase 1 (RECQ1) | ATP-dependent DNA helicase Q1 (Homo sapiens), P46063 | RECQ1 DNA unwinding, red fluorescence kinetic read | Potency, µM (doses to about 57.3 µM), without a hit: at the highest dose activity, negative = inhibition, hits mostly inhibitors | 240,000 tested, 0.54% active | AID 2549, 2010;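 note: plate controls were vehicle for no effect and no enzyme for full effect; nearly all actives have a fitted effect of over 30% in size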
Target sequence (P46063 whole entry, looked up): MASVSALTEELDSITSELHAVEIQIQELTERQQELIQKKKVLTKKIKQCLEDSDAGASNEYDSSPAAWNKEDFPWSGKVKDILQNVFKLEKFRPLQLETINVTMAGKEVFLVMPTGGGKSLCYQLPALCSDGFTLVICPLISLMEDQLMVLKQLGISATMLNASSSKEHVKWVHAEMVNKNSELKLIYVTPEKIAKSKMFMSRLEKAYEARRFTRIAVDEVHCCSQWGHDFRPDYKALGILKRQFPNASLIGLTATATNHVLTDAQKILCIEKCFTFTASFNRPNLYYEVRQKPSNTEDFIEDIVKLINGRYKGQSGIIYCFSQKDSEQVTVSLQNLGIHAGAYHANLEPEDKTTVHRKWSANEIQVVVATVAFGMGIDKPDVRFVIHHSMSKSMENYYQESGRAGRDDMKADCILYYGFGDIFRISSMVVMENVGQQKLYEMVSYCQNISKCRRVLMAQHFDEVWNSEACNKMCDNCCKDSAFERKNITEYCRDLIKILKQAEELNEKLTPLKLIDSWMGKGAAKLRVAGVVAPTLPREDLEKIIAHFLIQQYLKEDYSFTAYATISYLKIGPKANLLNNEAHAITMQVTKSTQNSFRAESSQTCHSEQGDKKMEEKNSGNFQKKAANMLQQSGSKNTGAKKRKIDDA
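50 nM RECQ1T1 preincubated 15 min with compound in Tris pH 8.0 buffer with MgCl2, DTT, Tween-20 and 2.5 ug/ml poly(dI-dC); started with 200 nM TAMRA/BHQ-2 forked duplex and 2 mM ATP. Unwinding read as fluorescence (525/598 nm), two reads 2 h apart.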
Lamin A splicing: qHTS Assay for Modulators of Lamin A Splicing. HeLa LMNA splicing GFP/RFP minigene ratio, 48 h. Potency, µM (highest dose often 46.1 µM), inactives show top-dose ratio change, negative = inhibition, actives largely listed as inhibitors. 200,000 tested, 0.01% active; active = well fitted inhibition curve with a large enough effect in the signal ratio, with a control signal flat, not every such curve was filed as active; inconclusive = small, poorly fitted or top-dose-only effect, or effect the other way, or a change in a side signal; the % refers to the signal ratio; note: % is set by controls: 0 for no effect and ±100 for the full control effect
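S3 HeLa cells stably expressing lamin A-EGFP splicing minigene plus DsRed2, 600 cells/well, 48 h compound exposure at 37C. Laser-scanning cytometry; analysed as GFP (500-530 nm)/RFP (575-640 nm) total intensity ratio; 0.5% DMSO vehicle.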
The depositor's hits bear a star; i = inactive; ? = inconclusive; . = no result given; & = joins results of further samples; [ ] = dose if it differs, or a comment. Unless noted, calls come from the whole dose curve; as a rule, active = well fitted curve in the direction sought with a large enough effect; inconclusive = small, poorly fitted or top-dose-only effect, or another doubt; inactive = no such curve, though single readings can be large; an effect the other way counts as inactive or inconclusive. Potency is the fitted concentration of half-maximal effect.

Structure	L3MBTL1 block	SMN2 splice up	Tau ThT inhib	ALDH1A1 inh	KinaseGlo FLuc	KDM4E inh	RECQ1 helicase	Lamin A splicing
O=C(NN1C(=O)C2C(C1=O)C1C=CC2C12CC2)c1ccccc1Cl (stereo not given)	-4%	.	-10%	.	.	-2%	-3%	.
O=C(Nc1cccc(C(F)(F)F)c1)C1CCCN(c2ncccn2)C1 (stereo not given)	5%	-25%	-5%	6%	-1%	?	-10%	?
CCCCCOc1ccc(Cn2ccnc2)cc1[N+](=O)[O-]	-1%	-44%[inhibitor]	-14%	-1%	2%	-6%	-6%	?
CC(C)(C)n1ncc2c(=O)n(CC(=O)Nc3ccc4c(c3)OCCO4)cnc21	6%	0%	0%	-1%	0%	10%	-14%	4%
CCC(C)NC(=O)c1cn(C)c(=O)c2cc(OC)c(OC)cc12 (stereo not given)	-4%	?	-8%	-1%	-4%	4%	-4%	7%
Cc1ccc2nsnc2c1N(S(C)(=O)=O)S(C)(=O)=O	.	.	-13%	-6%	3%	?	-5%	-5%
N#CC1=C(N)Oc2c(ccc3ccccc23)C1c1cccs1 (stereo not given)	.	17%	?	?	-1%	?	i	?
Cc1cc2ccccc2c(=O)n1CC(=O)Nc1ccc2c(c1)OCCO2	0%	-2%	-6%	-2%	-1%	-26%	i	-4%
CCOc1ccc(C(=O)Nc2nnc(NC(=S)Nc3ccccc3)s2)cc1	0%	14%	-17%	7.1µM*	0%	-4%	i	.
CCOCCCNC(=O)c1ccc(NC(C)=O)cc1	.	-5%	3%	7%	-1%	5%	i	17%
C#Cc1ccc([C@H]2C=C(C(=O)N3CCOCC3)O[C@@H](OCC)[C@@H]2CCCO)cc1	6%	.	5%	-8%	.	-3%	i	.
COc1ccc(-c2cc(C#N)nc(N3CCN(c4ccccc4)CC3)n2)cc1	1%	-45%[inhibitor]	-6%	-7%	-3%	10%	-3%	-5%
COc1ccc(Nc2nnc(SCC(=O)c3cc(C)n(CC4CCCO4)c3C)s2)cc1 (stereo not given)	.	-27%	?	6.3µM*	-3%	12%	-1%	?
COc1ccc(C(=O)N/N=C/c2ccc(SC)cc2)cc1	6%	11%	?	-6%	3%	-1%	-3%	-3%
CCN(CC)CCNc1ncnc2c1sc1nc(N3CCOCC3)c3c(c12)CCCC3	-26%	.	-11%	.	.	-23%	8%	.
C/C(=N\NS(=O)(=O)c1ccc(Cl)c([N+](=O)[O-])c1)c1ccc(C)o1	.	14%	?	?	19%	?	-14%	3%
Cc1nc2ccccc2c2oc(C(=O)NCCCN3CCCC3=O)cc12	14%	-9%	-9%	?	7%	1%	-3%	-16%
COc1cc(/C=C2\S/C(=N/S(=O)(=O)c3ccccc3)NC2=O)c([N+](=O)[O-])cc1OC	9%	?	14µM*	-4%	3%	-14%	3%	-9%
CCOC(=O)Cc1csc(NC(=O)c2c(-c3ccccc3)noc2C)n1	.	-24%	-1%	2%	-2%	3%	i	-1%
O=C(O)c1cc(NC(=O)C2CCCO2)cc(NC(=O)C2CCCO2)c1 (stereo not given)	.	19%	-10%	15%	2%	3%	1%	0%
N#Cc1cc2ccccc2nc1SCc1cccnc1	9%	-13%	-4%	-10%	-3%	1%	-11%	16%
CCC(CO)NCC(O)COCc1ccc2c(c1)OCO2 (stereo not given)	.	-29%	-6%	-8%	1%	?	i	?
O=C(CNS(=O)(=O)c1ccc(Br)s1)N1CCCC1	-1%	2%	0%	-3%	-2%	11%	-1%	6%
Cc1cc(C)c(S(=O)(=O)Nc2ccc3c(c2)CCC3)c(C)c1	22%	.	6%	-4%	-2%	-3%	-6%	?
Nn1c(Cc2ccc(Br)cc2)n[nH]c1=S	3%	8%	2%	11µM*	5%	-26%	i	5%[46 µM]
Cc1ccc(NC(=O)CCC(=O)OCCCC(F)(F)C(F)(F)F)cc1	12%	-1%	-7%	-5%	0%	-3%	-6%	2%
O=C(O)CC/C(=N/NC(=O)c1cn(-c2ccccc2)nc1-c1ccccc1)C(=O)O	1%	-11%	-17%	4.5µM*	3%	3%	i	-9%
O=S(=O)(NC1CC2CCC1C2)c1ccc2c(c1)OCCO2 (stereo not given)	-1%	8%	5%	?	-4%	-1%	-20%	?
CC(C)CNC(=O)CSc1nnc2ccccn12	.	4%	6%	-4%	-1%	?	-5%	.
O=C1C2CC=CCC2C(=O)N1n1cnnc1 (stereo not given)	4%	-1%	2%	12%	-1%	7%	-2%	.
CS(=O)(=O)N1CCN(C(=O)Cc2ccccc2)CC1	-4%	-10%	7%	8.9µM*	0%	-2%	-1%	8%
CCCSc1nnc(Cn2c(=O)sc3ccccc32)n1C	-7%	-7%	1%	4%	0%	-6%	-6%	-1%
CCOC(=O)CC1=NN(c2ccccc2)C(=O)/C1=C\c1ccc(OC)cc1OC	-10%	-6%[1.84 µM]	-19%	?	-2%	?	-9%	-10%
O=C(Nc1nnc(SCc2ccccc2)s1)c1ccco1	-2%	40%	-9%	?	-20%	?	7%	?
O=C(NC1CCCCC1)n1c(=O)oc2cc(S(=O)(=O)N3CCCCC3)ccc21	5%	1%	3%	-6%	-1%	-2%	-3%	6%
COC(=O)C1(C(=O)OC)CC2=C[C@H](CC2=O)Cc2ccccc2[C@@H]1C[N+](=O)[O-]	.	8%&-11%	-7%&4%	-10%&2%	0%&1%	2%&-7%	5%&3%	.
O=C(CC(NS(=O)(=O)c1ccc(Cl)cc1)c1ccco1)NC1CCCC1 (stereo not given)	-12%[11.4 µM]	-8%	-5%	6%	0%	6%	-1%	4%
O=C(N/N=C\c1cccc(Br)c1)c1ccccc1-n1cccc1	.	-21%	-8%	2%	2%	-2%	i	-5%
Cc1nnc(Nc2ccccn2)c2ccccc12	-3%	10%	-3%	-3%	0%	-7%	-2%	4%
CCc1c(C)sc(NC(=S)N2CCN(CC)CC2)c1C(=O)OC	-12%[11.4 µM]	-27%	-13%	?	1%	0%	-3%	-27%[46 µM]
Cn1c(SCC(=O)Nc2nc(C(C)(C)C)cs2)nnc1C1CC1	5%	.	0%	1%	-3%	-1%	-12%	?
COc1cccc(OCCSc2nc(N)cc(N)n2)c1	.	-63%[inhibitor]	?	2%	-5%	-1%	-16%	?
CCNc1c(NCC)c(=O)c1=O	0%	.	2%	.	.	-7%	i	.
O=C(C1=C[C@H](C2CC2)C[C@H](OCCCCO)O1)N1CCN(Cc2ccccc2)CC1	5%	.	?	?	.	-1%	-6%	.
FC(F)(F)c1cccc(/C=N/NC(=S)NC2CCCCC2)c1	0%	-3%	6%	14%	1%	7%	i	-21%[46 µM]
COc1cc(Cl)c(C)cc1NC(=S)NN	-15%	7%	?	11µM*	-1%	?	-7%	?
O=C(N/N=C/c1ccc2nccnc2c1)c1ccccc1O	-3%	.	?	1%	.	-2%	0%	.
Cc1ccnc(N2CCCC(C(=O)Nc3nnc(C)s3)C2)n1 (stereo not given)	1%	-7%	-7%	8%	-3%	?	-4%	9%
COc1ccc(N=Nc2n(C)c3ccccc3[n+]2C)cc1	-20%	.	3.2µM*	.	.	?	-2%	.
Cc1cc(C(=O)CSc2nc3ccccc3n2CCC#N)c(C)n1Cc1cccs1	.	?	-6%	-15%	2%	-5%	-3%	-8%

Going on with the list.
Structure	L3MBTL1 block	SMN2 splice up	Tau ThT inhib	ALDH1A1 inh	KinaseGlo FLuc	KDM4E inh	RECQ1 helicase	Lamin A splicing
CCOc1cc(C(c2c(C)[nH][nH]c2=O)c2c(C)[nH][nH]c2=O)ccc1OC(=O)c1cccc([N+](=O)[O-])c1	.	-16%	?	-2%	16%	-24%	-1%	4%
CN(C(=O)COc1cc(=O)n(C)c2ccccc12)c1ccc(Cl)cc1	.	-7%	-8%	?	3%	-4%	-7%	-7%
COc1ccc(S(=O)(=O)N2CCCC2)cc1C(=O)N1CCOCC1	.	.	-10%	13%	.	3%	-1%	.
O=C(CN1C(=O)S/C(=C/c2cccs2)C1=O)N1CCOCC1	.	6%	-8%	-6%	-1%	5%	i	7%
O=C(CCc1nnc(Cc2ccc3c(c2)OCO3)o1)N(CC1CCC1)CC1CCCO1 (stereo not given)	1%	.	-8%	.	.	6%	-2%	.
O=C(CCCN1C(=O)/C(=C/c2ccco2)SC1=S)Nc1cccc(C(=O)O)c1	-86%	.	16µM*	.	.	?	8.9µM*	.
Cc1ccc(-c2nnc(N(C)C(=O)c3ccncc3)s2)cn1	0%	-16%	-6%	5%	1%	-4%	i	1%
COc1ccc(S(=O)(=O)N(CC(N)=O)C2CCCCC2)cc1Cl	-5%	-1%	0%	-8%	-1%	3%	-6%	12%
Clc1ccc(-c2nc3n(n2)Cc2ccccc2-3)cc1	-8%	0.5µM*	-10%	-1%	?	-4%	8%	-10%
CCc1nnc(NS(=O)(=O)c2ccc(N/C=C\C(=O)c3ccc(C)cc3)cc2)s1	-6%	23%	?	?	-3%	-22%	i	21%
CN(C)CCNC(=O)Nc1ccc([N+](=O)[O-])cc1	6%	-1%	-1%	5%	1%	4%	i	3%[46 µM]

High-throughput results deposited in PubChem BioAssay by National Center for Advancing Translational Sciences (NCATS).

Some of the compounds tested, so the mix of outcomes need not match the whole.
